High-throughput results: PubChem, several laboratories
Ecoli viability – E. coli V3065 growth inhibition, primary screen, counter-screen for AddAB inhibitor project, absorbance, OD600. 0.27% of 330,000 active. inhibition, % at 11.9 µM. AID 449728, 2010. 18 h;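 active = inhibition above the campaign's mean inhibition across all tested compounds plus 3 SD, cut at about 9.9% in these data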;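 also: uninfected addAB+ strain grown without phage in ampicillin broth; 0% = DMSO wells and 100% = ciprofloxacin 0.95 µg/ml wells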
PfHsp90 yeast 2 – growth inhibition of PfHsp90-expressing yeast, primary screen, antimalarial PfHsp90 inhibitor project, S. cerevisiae, BacTiter-Glo luminescence, single point, set 2; inhibition, % at 9.4 µM; 0.32% of 310,000 active; BacTiter-Glo ATP, 48 h; yeast lacking PDR1 and PDR3 efflux regulators;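 active = every replicate shows inhibition above about 80%, whatever the replicate mean, limit read from the data; inconclusive = mean inhibition reaches the set limit but some replicate falls short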;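 also: 0% = DMSO neutral controls and 100% = 20 µM radicicol positive controls; yeast relying on Plasmodium falciparum Hsp90 in place of its own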
OPRM1-OPRD1 inv – inverse agonists of MOR-DOR heterodimerization, primary screen, cell-based, luminescence | Mu-type opioid receptor (Homo sapiens) + Delta-type opioid receptor (Homo sapiens), … | cell-based MOR-DOR heterodimer luminescence, inverse agonism | inhibition, % at 9.3 µM | 0.21% of 340,000 active; in the data active = inhibition above about 22%, passing the limit was not always enough;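 also: 0% = cells with DMSO and 100% = wells without cells with DMSO; values of inactives mirror those of a sister screen read the other way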
PKA-R1A act – activators of PKA-R1A holoenzyme, primary screen, biochemical, fluorescence polarization, Cy5-IP20, bovine R1A, mouse PKAc; activation, % at 11.4 µM; AID 504707, 2011; cAMP-dependent protein kinase type I-alpha regulatory subunit (Bos taurus) + …; 0.083% of 340,000 active; PKA-R1A dissociation; scaled: DMSO 0%, 113 µM cGMP 100%;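 active = percent activation above the mean of all tested compounds plus 3 SD, cut at about 19% in these data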;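 also: higher means more PKAc released from R1A so a rise in polarization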
phage Ecoli inh – growth loss of phage-infected E. coli, primary screen, RecBCD inhibitor project, absorbance, with phage, HTS. inhibition, % at 11.9 µM. 0.26% of 360,000 active; in the data active = inhibition above about 11%
Tat transport – E. coli Tat export inhibitors, primary screen, MC4100, TorA-mCherry reporter, fluorescence, single point; inhibition, % at 10 µM; 0.036% of 340,000 active; AID 488895, 2010;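 active = mean replicate inhibition at least 50% and at least half of replicates individually reaching 50%; inconclusive = only one of the two criteria met; inactive = neither criterion met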;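 also: exported cargo escapes ClpAP degradation while cytoplasmic cargo is degraded and loses fluorescence; 0% = median of neutral control wells and 100% = median of NaSCN control wells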
Mot1-301 SUMO – yeast Mot1-301 growth rescue at high temperature, primary screen, SUMOylation pathway inhibitor project, S. cerevisiae, ATP luminescence, 38.5C; 1% of 320,000 active; growth rescue, % at 18.8 µM; S. cerevisiae Mot1-301 growth rescue; percent above DMSO median, 100 means doubled; AID 2716, 2010;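 active = every valid replicate shows activation above 250% relative to neutral control wells; inactive = the rest, any valid replicate at or below 250%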;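 also: OY570 slx delta 5 strain wells were the positive control but not used for scaling; some compounds called inactive have numbers as strong as hits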
AddAB inh – growth inhibition of E. coli expressing H. pylori AddAB, primary screen, AddAB inhibitor project, absorbance; 0.29% of 330,000 active; AID 435030, 2010; inhibition, % at 11.9 µM; in the data active = inhibition above about 12%;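 also: 0% = vehicle wells of infected cells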
PKA-R2B act – activators of PKA-R2B holoenzyme, primary screen, biochemical, fluorescence polarization, Cy5-IP20, human; cAMP-dependent protein kinase catalytic subunit beta (Homo sapiens) + cAMP-dependent …; PKA-R2B holoenzyme dissociation; R2B truncated from residue 108, S112A mutant; 0% DMSO only, 100% 113 µM cGMP; activation, % at 11.4 µM; 0.079% of 340,000 active;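 active = activation above a cutoff set at the mean over all compounds plus 3 SD, cut at about 18% in these data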;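 also: higher means more holoenzyme dissociation and a rise in polarization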
Target sequence (P31323 whole entry, looked up, other chains not shown, the tested form may be a part): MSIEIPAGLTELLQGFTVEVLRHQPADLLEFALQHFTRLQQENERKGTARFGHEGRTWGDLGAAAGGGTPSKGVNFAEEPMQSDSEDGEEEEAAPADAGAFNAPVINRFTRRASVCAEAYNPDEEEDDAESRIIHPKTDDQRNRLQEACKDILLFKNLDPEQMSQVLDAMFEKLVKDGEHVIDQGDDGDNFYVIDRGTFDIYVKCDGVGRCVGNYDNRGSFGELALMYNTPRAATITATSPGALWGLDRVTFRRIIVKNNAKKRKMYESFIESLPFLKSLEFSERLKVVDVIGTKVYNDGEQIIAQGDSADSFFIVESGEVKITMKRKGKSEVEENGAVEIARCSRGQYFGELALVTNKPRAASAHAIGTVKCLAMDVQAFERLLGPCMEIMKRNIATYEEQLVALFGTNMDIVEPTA
OPRM1-OPRD1 ag – agonists of OPRM1-OPRD1 heterodimerization, primary screen, cell-based, luminescence; AID 504326, 2011; Mu-type opioid receptor (Homo sapiens) + Delta-type opioid receptor (Homo sapiens), …; cells; 0.3% of 340,000 active; activation, % at 9.3 µM; in the data active = activation above about 18%;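 also: 0% = vehicle-treated cells and 100% = reference agonist; values of inactives mirror those of a sister screen read the other way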
HTR5A inv ag – HTR5A inverse agonists in luminescence cell assay, primary screen, counter-screen for OPRM1-OPRD1 heterodimer inverse agonist project, full-deck HTS; 5-hydroxytryptamine receptor 5A (Homo sapiens), P47898; HTR5A cell line, inverse agonism; inhibition, % at 9.3 µM; 0.083% of 340,000 active; AID 504634, 2011; in the data active = inhibition mostly above about 23%, no sharp cut-off; inactive = mostly below about 18%;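 also: 0% = cells with DMSO and 100% = no-cell wells with DMSO; some compounds called inactive have numbers as strong as hits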
Target sequence (P47898 whole entry, looked up): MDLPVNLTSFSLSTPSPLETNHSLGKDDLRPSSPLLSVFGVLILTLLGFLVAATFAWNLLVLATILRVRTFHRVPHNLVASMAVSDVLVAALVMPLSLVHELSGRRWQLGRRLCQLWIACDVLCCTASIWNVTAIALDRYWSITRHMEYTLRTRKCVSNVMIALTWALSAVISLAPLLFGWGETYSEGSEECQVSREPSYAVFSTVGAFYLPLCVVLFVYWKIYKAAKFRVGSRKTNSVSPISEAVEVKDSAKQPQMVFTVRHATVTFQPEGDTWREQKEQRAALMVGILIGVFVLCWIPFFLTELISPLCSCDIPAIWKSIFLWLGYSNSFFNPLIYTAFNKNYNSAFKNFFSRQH
* hit, by the source's call; ? = inconclusive; nt = no result given.

item	structure	Ecoli viability	PfHsp90 yeast 2	OPRM1-OPRD1 inv	PKA-R1A act	phage Ecoli inh	Tat transport
1	COc1c(N2CCN(C(=S)Nc3ccc(F)cc3)C(C)C2)c(F)cc2c(=O)c(C(=O)O)cn(C3CC3)c12 (stereo unspecified)	99*	-8	10	-16	73*	76*
2	CC12CC3CC(C)(C1)CC(C(=O)Nc1nncs1)(C3)C2	-1.2	-3	-14	0	7.0	7
3	CC(/C=N/NC(=O)c1nnn(-c2nonc2N)c1CN(C)C)=C\c1ccco1	0.5	-4	-9	11	2.7	-4
4	Cc1ccc(CNC(=O)c2ccc(N3CCc4ccccc43)c([N+](=O)[O-])c2)cc1	0.6	13	9	-4	2.9	2
5	CCOC(=O)C(C)On1c(-c2ccc(Cl)cc2)nc2ccc([N+](=O)[O-])cc21 (stereo unspecified)	2.4	19	-22	-4	6.6	10
6	COc1cccc(OC)c1-c1nn2c(-c3ccccc3Cl)nnc2s1	-0.3	-7	9	6	3.4	-3
7	CN(CC(=O)NC(=O)NCc1ccccc1)Cc1ccc(Cl)c(Cl)c1	1.6	-32	-23	6	4.2	13
8	Cc1ccc(NC(=O)C2CCC(CNc3c(N4CCC(C)CC4)c(=O)c3=O)CC2)cc1F (stereo unspecified)	1.6	-7	13	-7	1.2	-2
9	O=C1OCC=C1NNC(=O)c1cccnc1	4.7	9	14	-1	3.0	0
10	CCc1nc(SCC(=O)c2ccccc2)c2c(=O)n(C)c(=O)n(C)c2n1	0.7	10	4	-11	4.2	0
11	CC1(C)SC(=S)N(/N=C/c2ccccc2O)C1N(O)C(=O)Nc1ccccc1 (stereo unspecified)	-0.7	-9	-22	-3	-2.0	2
12	CCOC(=O)Cc1nnc(NC(=O)CC)s1	-1.3	5	13	1	-0.2	1

item	Mot1-301 SUMO	AddAB inh	PKA-R2B act	OPRM1-OPRD1 ag	HTR5A inv ag
1	-6	99*	-3	-1.9	6
2	-4	2.7	-1	3.0	3
3	8	2.5	6	1.7	0
4	19	1.3	-6	-1.6	13
5	12	-0.7	5	3.8	-2
6	-12	3.7	1	-1.7	-5
7	21	1.9	-3	4.2	-13
8	-4	3.2	-8	-2.5	4
9	-14	0.0	2	-2.5	-6
10	4	0.4	-1	-0.7	2
11	400	-1.6	-3	4.2	-13
12	5	2.7	6	-2.8	13

Next section
item	structure	Ecoli viability	PfHsp90 yeast 2	OPRM1-OPRD1 inv	PKA-R1A act	phage Ecoli inh	Tat transport
13	CCCn1cc(SCC(=O)Nc2nnc(C)s2)c2ccccc21	0.7	-18	9	-10	0.3	-9
14	O=C(c1cccc2ccccc12)C1CCCN(C(=O)CCN2CCCO2)C1 (stereo unspecified)	-1.0	-13	14	-2	-1.0	-1
15	C[C@@H]1CC=C[C@H]2[C@H]1C(=O)N(Cc1ccccc1)[C@H]2c1ccoc1	1.4	nt	19	-10	0.2	-4
16	C=CCNc1nc(-c2c(C)nc3sccn23)cs1	-3.1	5	6	-11	0.6	2
17	Cc1ccc(CNC(=O)c2oc3ccc(S(=O)(=O)N4CCOCC4)cc3c2C)cc1	-2.0	6	-10	-2	2.0	-7
18	O=C(c1cc2ccccc2oc1=O)N(Cc1ccco1)C1CCS(=O)(=O)C1 (stereo unspecified)	0.8	-20	2	-1	-1.8	-3
19	Cc1cccc(C)c1NC(=O)C1(NC(=O)C2CCCN2C(=O)OC(C)(C)C)CCCCC1 (stereo unspecified)	-0.9	nt	8	2	1.6	-12
20	Cn1c(CO)cnc1S(=O)(=O)Cc1ccc(Cl)cc1	-1.4	15	8	-15	5.5	3
21	O=C(CSc1ccc(Cl)cc1)Nc1ccc(C2SCCS2)cc1	-2.6	-25	-7	6	0.8	-9
22	O=C(NCC1CCCO1)C(c1cccnc1)N(C(=O)Cc1cccs1)c1ccccc1 (stereo unspecified)	-2.2	-16	15	-5	2.6	-14
23	Cc1ccc(C2C(C#N)=C(N)Oc3nc(-c4ccccc4)[nH]c32)o1 (stereo unspecified)	0.8	-9	-59	-5	2.6	2
24	O=C(CN(c1ccccn1)S(=O)(=O)c1ccc(F)cc1)Nc1ccccc1	-0.8	3	-1	-14	5.2	8

item	Mot1-301 SUMO	AddAB inh	PKA-R2B act	OPRM1-OPRD1 ag	HTR5A inv ag
13	-1	-2.7	-3	-1.4	6
14	61	2.0	-3	-3.0	-8
15	34	6.3	-4	-3.5	1
16	-1	1.4	-20	-1.1	-3
17	-4	2.3	-2	1.6	-19
18	nt	-0.7	-8	-0.3	-28
19	19	3.0	-2	-1.8	6
20	28	1.3	8	-1.6	4
21	-2	1.7	7	1.4	-29
22	57	-0.1	5	-2.7	-1
23	-8	5.6	3	9.9	-4
24	-17	1.8	-10	0.1	6

(listing goes on)
item	structure	Ecoli viability	PfHsp90 yeast 2	OPRM1-OPRD1 inv	PKA-R1A act	phage Ecoli inh	Tat transport
25	CCN1C(=O)[C@H]2[C@@H](c3ccc(-c4cc(C(C)=O)cs4)cc3)N[C@@](Cc3ccccc3)(C(=O)OC)[C@H]2C1=O	0.9	18	9	-7	1.7	-2
26	COc1ccccc1NS(=O)(=O)c1ccc(C(=O)N2CC(C)OC(C)C2)cc1 (stereo unspecified)	-0.3	-4	16	-6	2.6	0
27	CCOC(=O)CC(NC(=O)c1cc2ccccc2oc1=O)c1cccc([N+](=O)[O-])c1 (stereo unspecified)	2.1	-7	2	-9	4.5	3
28	O=C1Cc2ccccc2C(=O)N1CCc1ccccc1	-0.3	-4	-10	-3	2.1	4
29	Cc1cccc(C)c1NC(=O)COC(=O)c1ccc2[nH]c3c(c2c1)CCCC3	-3.1	1	4	-9	1.3	-4
30	COC(=O)c1ccc(NC(=O)c2cccc(N3C(=O)C4C5C=CC(C6CC56)C4C3=O)c2)cc1 (stereo unspecified)	4.4	-36	-7	-7	0.6	-8
31	COc1ccc(S(=O)(=O)/N=C2/NC(=O)/C(=C\c3cc(OC)c(OC)cc3[N+](=O)[O-])S2)cc1	-1.9	-65	7	-12	1.2	2
32	CCc1cccc(NC(=O)CCCn2c(=O)[nH]c3ccsc3c2=O)c1	1.6	-41	14	-4	4.2	7
33	O=C(Oc1ccc(Br)cc1C(=S)N1CCCC1)c1ccccc1F	-1.6	-11	7	-5	1.7	-10
34	CCOC(=O)N1CCN(C(=O)CS(=O)(=O)c2cn(Cc3ccccc3C)c3ccccc23)CC1	-1.7	-3	18	2	nt	-3
35	O=C(O)CC(NNC(=O)c1ccccc1)C(=O)Nc1cccc([N+](=O)[O-])c1 (stereo unspecified)	0.9	21	9	0	-2.8	-1
36	COc1ccc(S(=O)(=O)N2CCCOC2CNC(=O)C(=O)NCCCN2CCOCC2)cc1 (stereo unspecified)	0.8	-3	3	2	2.5	?

item	Mot1-301 SUMO	AddAB inh	PKA-R2B act	OPRM1-OPRD1 ag	HTR5A inv ag
25	-11	0.7	-9	-1.6	13
26	-3	2.4	-18	-3.1	1
27	5	0.0	-10	-0.3	-38
28	10	0.0	2	1.9	-1
29	47	0.1	1	-0.8	8
30	2	0.3	-7	1.8	-18
31	-3	-0.6	8	-1.2	6
32	127	4.9	-4	-2.3	7
33	-11	-4.4	-12	-1.4	9
34	22	1.3	3	-2.8	-1
35	1	0.3	-8	-1.6	10
36	-10	-0.4	-1	-0.5	-19

4 structures out of the list, ordered by formula weight, lowest first:
item	structure	Ecoli viability	PfHsp90 yeast 2	OPRM1-OPRD1 inv	PKA-R1A act	phage Ecoli inh	Tat transport
4	Cc1ccc(CNC(=O)c2ccc(N3CCc4ccccc43)c([N+](=O)[O-])c2)cc1	0.6	13	9	-4	2.9	2
11	CC1(C)SC(=S)N(/N=C/c2ccccc2O)C1N(O)C(=O)Nc1ccccc1 (stereo unspecified)	-0.7	-9	-22	-3	-2.0	2
31	COc1ccc(S(=O)(=O)/N=C2/NC(=O)/C(=C\c3cc(OC)c(OC)cc3[N+](=O)[O-])S2)cc1	-1.9	-65	7	-12	1.2	2
25	CCN1C(=O)[C@H]2[C@@H](c3ccc(-c4cc(C(C)=O)cs4)cc3)N[C@@](Cc3ccccc3)(C(=O)OC)[C@H]2C1=O	0.9	18	9	-7	1.7	-2

item	Mot1-301 SUMO	AddAB inh	PKA-R2B act	OPRM1-OPRD1 ag	HTR5A inv ag
4	19	1.3	-6	-1.6	13
11	400	-1.6	-3	4.2	-13
31	-3	-0.6	8	-1.2	6
25	-11	0.7	-9	-1.6	13

Next part.
item	structure	Ecoli viability	PfHsp90 yeast 2	OPRM1-OPRD1 inv	PKA-R1A act	phage Ecoli inh	Tat transport
37	O=C(O)c1ccccc1-c1nc2ccccc2n1-c1ccccc1	-1.5	13	7	-8	0.0	-2
38	NC(=O)c1ccc(NC(=O)COC(=O)CNC(=O)c2sc3ccccc3c2Cl)cc1	0.3	-22	12	-12	7.4	9
39	O=C(CNC(=O)Cc1ccccc1)NCC(=O)OCc1ccc(C(=O)c2ccccc2)cc1	0.0	-1	16	1	nt	0
40	Cc1cc(C)nc(N2CCC(C(=O)NC3CCCc4ccccc43)CC2)n1 (stereo unspecified)	-1.1	16	2	-1	0.3	1
41	Cc1ccc(S(=O)(=O)c2c(C)nn(C(C)(C)C)c2OC(=O)C(C)(C)C)cc1	-0.8	-15	-3	-8	1.4	13
42	CNC(=O)CSc1nnc(-c2ccco2)n1-c1cc(C)ccc1C	0.1	2	15	-4	3.2	3
43	N/C(CCCN1CCCCC1)=N/O	-0.6	-5	11	8	4.3	-4
44	CC(C)NC(=O)COC(=O)c1cc(=O)[nH]c2ccccc12	-0.9	nt	4	3	3.1	8
45	NC(=O)C1CCCN(C(=O)c2ccc(S(=O)(=O)N3CCCCCC3)cc2)C1 (stereo unspecified)	-2.2	-6	-1	-5	0.1	-5
46	N#Cc1ccc(-c2cn(-c3ccccc3)c3[n+]2CCCS3)cc1	1.5	13	2	-4	4.5	-7

item	Mot1-301 SUMO	AddAB inh	PKA-R2B act	OPRM1-OPRD1 ag	HTR5A inv ag
37	6	0.2	2	-1.6	-4
38	25	1.6	-1	-2.3	-18
39	5	-2.6	3	-3.0	-25
40	354	2.3	8	-0.3	-4
41	4	4.0	-2	0.7	19
42	-1	-0.5	1	-3.1	-10
43	-22	-0.5	2	-2.1	10
44	-5	3.8	6	-0.7	4
45	nt	-0.1	-9	0.1	2
46	145	4.3	-2	-0.4	3
